EBNA-1 inh: blocks EBNA-1 binding to DNA; AID 1950; inhibition, % at 14.8 µM; EBNA-1 DNA binding, fluorescence polarization; 300,000 compounds, 0.34% hits; in the data active = inhibition above about 28%
proCasp7 act: activates human procaspase-7, counter-screen for procaspase-3 activators | P55210 | recombinant procaspase-7, Ac-DEVD-pNA absorbance 405 nm; D23A/D198A/D206A triple mutant, cannot self-cleave; scale: DMSO 0, 5 µM enzyme 100 | activation, % at 8.5 µM | 330,000 compounds, 0.093% hits | AID 463210;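 active = percent activation above the screen-wide mean plus 3 SD, cut at about 25% in these data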
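buffer or medium = Zinc-free HEPES/NaCl buffer, pH 7.4 | material = Procaspase-7 triple mutant (PC-7 D3A) | input = 2 µM procaspase-7 mutant as dispensed | signal = Epi-absorbance of released pNA at 405 nm, two timepoints | timing = 1 h preincubation, 2 h reaction | replicates = singlicate compound testing | evaluation = % activation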
RPL19A TOR yeast: alters RPL19A-GFP fluorescence in TOR pathway yeast screen. S. cerevisiae RPL19A-GFP strain, flow cytometry, 3 h; active compounds read low. percent response vs DMSO, % at 10 µM. 330,000 compounds, 0.3% hits. AID 2025;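 active = percent response vs DMSO below 50%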;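 also: median channel GFP fluorescence of the barcoded RPL19A-GFP strain; ratio of sample median GFP to plate DMSO average so 100% = DMSO; lower means less RPL19A-GFP as with rapamycin TOR inhibition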
ZTA counter: blocks Epstein-Barr virus ZTA, an EBNA-1 counter-screen; P03206; ZTA-DNA binding, fluorescence polarization; inhibition, % at 11 µM; 320,000 compounds, 0.15% hits; AID 2234; in the data active = inhibition above about 33%
AHR activator: activators of human aryl hydrocarbon receptor; P35869; AHR-responsive luciferase reporter cells, luminescence; activation, % at 5 µM; 320,000 compounds, 2.5% hits; in the data active = activation above about 47%;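 also: 0% = vehicle wells and 100% = reference agonist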
LAP4 TOR yeast: yeast TOR pathway LAP4-GFP modulation; GFP response vs DMSO, % at 10 µM; S. cerevisiae LAP4-GFP multiplex, flow cytometry GFP, 3 h; median GFP as percent of DMSO wells; 320,000 compounds, 0.34% hits;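 active = GFP response vs DMSO above a set limit, about the screen mean plus 3 SD, cut at about 150% in these data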
proCasp3 act: activates human procaspase-3; recombinant procaspase-3 D3A, Ac-DEVD-pNA absorbance 405 nm; activation, % at 8.5 µM; 330,000 compounds, 0.11% hits; AID 463141;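 active = activation above the mean of all tested compounds plus 3 SD, cut at about 21% in these data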;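 also: 0% = DMSO alone and 100% = DMSO wells spiked with extra 5 µM PC-3 D3A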
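Assay system – Procaspase-3 D3A mutant, all three cleavage aspartates alanine · Controls – DMSO-only low control, 5 µM PC-3 D3A high control · Schedule – 1 h compound preincubation, 2 h substrate hydrolysis at 25 °C · Signal – 405 nm absorbance of p-nitroaniline, reads at 0 and 120 min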
MEP2-GFP yeast: modulators of TOR pathway MEP2-GFP in S. cerevisiae. 330,000 compounds, 0.51% hits. S. cerevisiae MEP2-GFP strain, flow cytometry GFP, 3 h; 100% = DMSO control level. GFP response vs DMSO, % at 10 µM. AID 2016;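 active = GFP response versus DMSO above a set limit, roughly screen mean plus 3 SD, cut at about 180% in these data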;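 also: median GFP fluorescence of the barcode-gated MEP2-GFP cells per well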
Starred values were filed as active, the others as inactive; · = not tested or not shown; & = joins results of further samples; [ ] = remark or other dose.

SMILES	EBNA-1 inh	proCasp7 act	RPL19A TOR yeast	ZTA counter	AHR activator	LAP4 TOR yeast	proCasp3 act	MEP2-GFP yeast
CCCCn1c(O)c(N=NC(=O)c2ccncc2)c2cc(Br)ccc21	-1	-3	92	2	23	99	-6	96
COc1ccccc1OC(C)C(=O)Nc1ccc2c(c1)OCCO2 (stereo unspecified)	-13	-4	95	-7	5	103	12	98
COc1ccc(S(=O)(=O)NCc2ccccn2)cc1	0	-2	·	-18	1	·	3	·
O=C(NCc1cccnc1)c1ccc(Cl)c(S(=O)(=O)N2CCCCCC2)c1	3	6	96	-1	3	101	5	109
CC1(OC(=O)c2ccco2)C(=O)C=C2C=C(C3CC3)OC=C2C1=O (stereo unspecified)	12	-8	101	21	3	99	1	106
CCOc1ccc([C@@H]2CC=C(C(=O)O)[C@H](c3ccc(Cl)cc3)N2S(=O)(=O)c2ccc(C)cc2)cc1	-9	-11	93	14	-1	84	-7	100
COc1ccc(OCC(=O)Nc2ccc(N3CCN(C(=O)c4ccco4)CC3)cc2)cc1	8	6	101	17	1	100	0	97
CCC(C)NC(=O)CN(c1ccc2c(c1)OCO2)S(=O)(=O)c1c(C)n[nH]c1C (stereo unspecified)	-3	-7	100	-2	3	94	6	107
O=C(O)c1cccc(N/N=C/c2cc(Br)cc(Br)c2O)c1	22	2	105	27	15	110	-3	111
CCN(CC)C(=O)[C@H]1CC(CC(=O)NCc2ccco2)C(=O)N2CCc3c([nH]c4ccccc34)[C@]12C (stereo partly specified)	·	7	90	·	-1	87	2	88
CSc1nnc(-c2ccncc2)n1/N=C/c1cn(-c2ccccc2)nc1-c1ccc(Cl)cc1	-29	0	97	-12	5	116	-5	100
CCOc1cccc2sc(N(CCCN(C)C)C(=O)c3ccc(C(=O)c4ccccc4)cc3)nc12	3	1	105	-22	1	129	2	109
CCOC(=O)C1CCCN(C(=O)c2sc3nc(-c4ccccc4)cn3c2C)C1 (stereo unspecified)	6	8	94	-18	4	99	9	94
Cc1c(NC(=O)COC(=O)C2=COCCO2)cccc1[N+](=O)[O-]	-15	-3	97	-35	1	97	-11	101
Cc1cnc(SCc2cnc(C)nc2N)nc1	-7	4	111	10	0	113	-1	94
O=C(O)CCc1nc2cccnc2n1Cc1ccccc1	7	-2	·	-2	-2	101	4	104
COc1ccc(CC(C)N2CCN(Cc3ccccc3)CC2)c(OC)c1 (stereo unspecified)	-2	-12	110	-12	-4	105	-1	107
COc1cccc(C(=O)O/N=C(\N)c2ccccn2)c1OC	-10	-2	99	-3	27	108	0	102
Cc1cccc(NC(=O)COC(=O)Cc2c[nH]c3ccccc23)c1C	11	-3	102	5	15	101	4	103
O=C(N/N=C/c1ccc(O)cc1)NC12CC3CC(CC(C3)C1)C2	-5	3	39*[may fluoresce violet]	2	-1	61[may fluoresce violet]	4	351*[may fluoresce violet]
O=C(Nc1cccc([N+](=O)[O-])c1)c1cc2ccccc2cc1O	-8	-8	97	-1	24	112	2	100
CN(C)C1(CNC(=O)C2CCN(S(=O)(=O)c3cc(Cl)ccc3Cl)CC2)CCCCC1	-8	6	100	4	3	98	-2	96
COc1ccccc1Nc1nc(N2CCOCC2)nc(N2CCOCC2)n1	-12&2	1&-3	125&101	-5&-9	5&4	132&115	5&-1	128&162
COc1ccccc1CC(NC(C)=O)C(=O)NC1CCN(C(=O)c2cccc(Cl)c2)CC1 (stereo unspecified)	12	9	89	5	-2	92	-12	91
CCOC(=O)C1C(c2ccc(OC)c(OC)c2)c2c([nH][nH]c2=O)CC1(C)O (stereo unspecified)	4	0	96	-5	0	110	5	97
CCOC(=O)CSc1nnc(CNC(=O)Cc2ccccc2)n1C	4	-2	110	2	1	110	-6	114
Cc1ccccc1OCCn1cc(C(=S)N2CCN(C)CC2)c2ccccc21	6	4	96	9	2	105	2	98
Cc1ccc(CNc2oc(-c3cccs3)nc2C#N)cc1	-3	8	90	0	2	110	5	87
COc1ccccc1NC(=O)c1ccc(NS(=O)(=O)c2ccc(F)c(F)c2F)cc1	10	-1	96	11	22	89	6	104
CCNc1nc(NC(C)C)nc(N(C#N)C(C)C(=O)N(C)C)n1 (stereo unspecified)	-6	9	94	-21	4	89	3	120

Compound profiles, as listed above:
COc1ccccc1CC(NC(C)=O)C(=O)NC1CCN(C(=O)c2cccc(Cl)c2)CC1 (stereo unspecified) is entered as EBNA-1 inh = 12; proCasp7 act = 9; RPL19A TOR yeast = 89; ZTA counter = 5; AHR activator = -2; LAP4 TOR yeast = 92; proCasp3 act = -12; MEP2-GFP yeast = 91
Cc1ccccc1OCCn1cc(C(=S)N2CCN(C)CC2)c2ccccc21 is entered as EBNA-1 inh = 6; proCasp7 act = 4; RPL19A TOR yeast = 96; ZTA counter = 9; AHR activator = 2; LAP4 TOR yeast = 105; proCasp3 act = 2; MEP2-GFP yeast = 98

5 compounds from above, limited to proCasp3 act:
smiles | proCasp3 act
O=C(N/N=C/c1ccc(O)cc1)NC12CC3CC(CC(C3)C1)C2 | 4
COc1ccccc1CC(NC(C)=O)C(=O)NC1CCN(C(=O)c2cccc(Cl)c2)CC1 (stereo unspecified) | -12
O=C(O)CCc1nc2cccnc2n1Cc1ccccc1 | 4
COc1ccc(CC(C)N2CCN(Cc3ccccc3)CC2)c(OC)c1 (stereo unspecified) | -1
CCOC(=O)CSc1nnc(CNC(=O)Cc2ccccc2)n1C | -6

Other structures
SMILES	EBNA-1 inh	proCasp7 act	RPL19A TOR yeast	ZTA counter	AHR activator	LAP4 TOR yeast	proCasp3 act	MEP2-GFP yeast
O=S(=O)(c1ccccc1)N1CN(Cc2ccc(F)cc2)c2nc3ccccc3nc21	-3	9	98	-15	-2	101	-2	98
Cc1cc(C)cc(N(C(=O)c2csnn2)C(C(=O)NC2CCCCC2)c2cccnc2)c1 (stereo unspecified)	-14	-10	96	-18	4	94	-8	97
CS/C(Nc1cc(Cl)ccc1Cl)=C(/C#N)C(=O)c1ccco1	-1	-5	97	-1	4	115	10	91
Cc1cc(C)c(NC(=O)Nc2ccccc2)c(Cl)c1	4	0	102	-2	7	102	7	98
CCOC(=O)/C(Sc1nc(-c2ccccc2)cc(-c2ccccc2)c1C#N)=C(\C)O	9	-11	101	-2	0	95	-14	100
CCCN1C(=O)c2ccccc2NC1c1ccc(OC)c(CSc2ccccn2)c1 (stereo unspecified)	-2	-9	106	-6	4	103	-7	102
N#Cc1ccc(Oc2ccc(C(N)=O)cc2)cc1C#N	-6	8	90	-6	-1	·	12	92
O=C(Nc1ccc(F)c(Cl)c1)c1ccc2c(=O)n3c(nc2c1)CCCCC3	-12	3	93	7	1	102	-4	96
CCC(=O)N=c1ccn(C2=Nc3ccccc3NC2=C(C#N)C#N)cc1	-5	5	94	-15	4	104	2	97
CCOC(=O)CC/C(=N\NC(N)=O)c1ccc(OC)c(Cl)c1	0	7	109	1	0	105	7	99
Cc1ccccc1NC(=O)N1CCNC(=O)C1CC(=O)Nc1cc(Cl)ccc1Cl (stereo unspecified)	5	-3	94[may fluoresce green]	8	-4	103[may fluoresce green]	1	109[may fluoresce green]
CC(=O)N/N=C(\C)CC(=O)Nc1cccc(C(F)(F)F)c1	-11	5	101	1	7	101	1	95
COc1ccc(CCN2C(=O)CSC2c2ccc(F)cc2)cc1 (stereo unspecified)	-15	6	93	0	0	104	6	103
COc1cccc(NC(=S)N(CCC(C)C)C2CCN(C(C)=O)CC2)c1	8	-1	97	19	2	91	1	96
CC(C)(C)c1ccc(C(=S)N2CCN(c3ccccc3)CC2)cc1	-5	-15	97	-2	6	129	-23	103
Fc1ccc(-c2csc(NC(=S)Nc3ccccc3)n2)cc1	12	-5	96	25	84*	116	-2	97
CN(C)S(=O)(=O)c1cccc(NC(=O)CCCC2CCCCC2)c1	-9	1	96	-10	4	94	4	93
CCOc1ccc(-c2nnn(CC(=O)c3ccc4c(c3)OCCO4)n2)cc1	15	4	99	0	0	100	3	104
Cc1ccc(CSCCNS(C)(=O)=O)cc1	5	11	104	3	-3	108	-3	109
CC(C)COC(=O)NCC12C=CC(O1)C1C(=O)N(c3ccc(Cl)cc3)C(=O)C12 (stereo unspecified)	-4	-35	98	-2	-3	119	-22	96
O=C(c1ccco1)N1CCN(Cc2cccc(F)c2)CC1	4	0	97	-9	0	100	7	104
Cn1cccc1C(=O)NCCc1ccc(Cl)cc1	9	-6	102	3	-3	109	6	96
Cc1ccc2nc(NC(=O)CN3CCN(c4ccccn4)CC3)sc2c1	6	10	100	17	2	94	-1	101
N/C(=N\OC(=O)CCCN1C(=O)c2ccccc2C1=O)c1ccc(Br)cc1	-5	1	100	11	-1	103	-5	97
CCOC(=O)COc1cccc2c(=O)n(CC(=O)NCc3ccc(F)cc3)ccc12	2	9	89	2	1	91	4	88
CC(C)NC(=O)Nc1cccc(Cl)c1	12	-4	102	-4	6	106	-1	107
CC1=Nc2ccc(Br)cc2C(c2ccccc2)N1CC(=O)NN (stereo unspecified)	-7	5	98	-10	2	112	8	94
COc1cc(CCCN2C(=O)C(=O)NC[C@@H]2Cc2ccc(O)cc2)cc(OC)c1OC	-1	2	98	3	2	89	2	98
C#CCOCCOCCOCCNc1nc(N2CCOCC2)nc(N2CCN(C(=O)[C@H](CCCCN)n3cc(CN)nn3)CC2)n1	·	-2	90	·	1	90	2	94
COc1ccc2cc(-c3[nH]ncc3CN3C[C@@H]4CCC[C@H]3C4)ccc2c1	2	2	94	-13	8	99	0	98
C#CCOCCOCCOCCNc1nc(N2CCN(C(=O)[C@H](CCCN=C(N)N)n3cc(C(N)[C@@H](C)CC)nn3)CC2)nc(N2CCN(C(=O)[C@H](CCC(=O)O)n3cc([C@@H](N)[C@H](C)CC)nn3)CC2)n1 (stereo partly specified)	·	-5	91	·	-1	88	1	88
CCCSCCCNC(=O)c1ccc(C)c(NC(=O)C2=C(C)OCCS2)c1	-21	-2	105	-10	10	97	-3	111
O=C(c1ccco1)N1CCN(c2ncnc3c2nnn3Cc2ccccc2Cl)CC1	8	5	88	-6	-2	106	3	92
Cc1ccc(C2(C)NC(=O)N(CC(=O)c3ccc4c(c3)OCCO4)C2=O)cc1 (stereo unspecified)	·	7	103	0	1	99	1	97
COc1ccc2c(c1)OCC1=C2CCC2(C)C(=O)CC=C12 (stereo unspecified)	-10	-21	·	6	43	104	-18	91
Nn1c(SCC(=O)NC(=O)NCc2ccccc2)nnc1C1CC1	0	-3	99	-19	-1	94	15	102
CCOC(=O)Nc1ccc2c(c1)N(C(=O)CN1CCN(C)CC1)c1ccccc1S2	-15	-14	95	-17	1	95	4	93
COc1ccc(S(=O)(=O)n2nc(-c3cc(OC)c(OC)c(OC)c3)cc2N)cc1OC	6	5	103	-5	26	92	11	93
O=C1OC(C(=O)O)Cc2ccccc21 (stereo unspecified)	7	3	101	2	1	102	-5	107
O=C(Nc1ccccc1)c1ccc(OC(=O)c2cc3ccccc3o2)cc1	19	4	97	-3	3	104	3	101
CC1=C(C(=O)c2ccccc2)C(c2ccc(OC(F)F)cc2)NC(=S)N1 (stereo unspecified)	-7	-11	96	0	-1	101	-3	102
COc1ccc(C2Nc3ccccc3C(=O)N2NS(=O)(=O)c2ccccc2)cc1 (stereo unspecified)	-13	2	94	-8	7	101	-4	103
CCN(CC)C(=O)COc1ccc(/C=N/NC(=O)c2cc(-c3ccccc3OC)nc3ccccc23)cc1OC	-1	8	97	-12	13	97	-5	93
Cc1nc2c(C)cccn2c1/C(O)=C1\C(=O)C(=O)N(CCN(C)C)C1c1ccco1 (stereo unspecified)	13	-33	99	3	1	108	-7	96
CC(=O)NC(Cc1ccccc1)C(=O)N1CCN(C(=O)c2cccs2)CC1 (stereo unspecified)	0	-5	·	-3	0	93	3	100
CCOCCOC(=O)c1ccc(NC(=O)c2cc(OC)c(OC)c(OC)c2Br)cc1	-6	-2	106	-9	-1	95	8	79

High-throughput results from PubChem BioAssay.
